Assay outcomes (PubChem BioAssay)
Myeloid diff 2: induction of myeloid progenitor differentiation, primary screen, cell-based, flow cytometry, MLPCN library; ER-HoxA9 myeloid progenitors, lysozyme-GFP differentiation; calls only at 10 µM; actives 1% (n = 360,000);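 active = normalized GFP-positive differentiation at or above the plate's own cutoff, the solvent-only control mean plus 3 SD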;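 also: cells exposed to compound for four days before flow analysis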
M1AAP inhibition: P. falciparum M1AAP inhibitors, biochemical, fluorogenic H-Leu-NHMec substrate, 1536-well (AID 1445); Aminopeptidase N (Plasmodium falciparum (isolate 3D7)); recombinant M1AAP, H-Leu-NHMec fluorogenic kinetic assay; higher % means a stronger effect; inhibition, % at 30 µM, or IC50 in µM where a hit was titrated; actives 0.42% (n = 220,000);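 active = primary inhibition above the hit cutoff, then over 50% inhibition at one or more dose response concentrations, cut at about 23% in these data, passing the limit was not always enough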;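 also: plate controls were DMSO full reaction for no effect and no enzyme background for full effect; strong numbers were not always called active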
TNAP activation fold: human TNAP enzyme activators, primary screen, biochemical, luminescent, no phosphate acceptor, uHTS (AID 1001). Alkaline phosphatase, tissue-nonspecific isozyme (Homo sapiens). purified TNAP, luminescent activation assay, no phosphate acceptor; higher activation fold means a stronger effect. one-dose activation fold at 20 µM; EC50 in µM for titrated hits. actives 0.03% (n = 200,000); in the data active = activation fold from about 3, or a potency from the dose series; inactive = the rest, 99 in 100 with activation fold below about 1.6; also: many of its hits are not listed in these tables
LYP phosphatase: inhibitors of LYP phosphatase, biochemical, fluorescence intensity, uHTS (AID 1779) | Tyrosine-protein phosphatase non-receptor type 22 (Homo sapiens) | recombinant LYP phosphatase, fluorescence intensity; higher % means a stronger effect | one-dose inhibition, % at 11.5 µM; IC50 in µM for titrated hits | actives 0.054% (n = 290,000);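 also: plate controls were vehicle with enzyme for no effect and no enzyme for full effect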
CSM14.1 death rescue: rescue of cells from ER stress-induced death, primary screen, 384-well, CSM14.1, thapsigargin, ATP luminescence (AID 1222) | cellular ATP content (survival), % at 20 µM; hits with a dose series show EC50 in µM | 190,000 tested, under 10 active | CSM14.1 thapsigargin-induced death rescue, ATP luminescence; higher % means a stronger effect;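 active = EC50 below 50 µM in the dose-response confirmation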;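 also: death triggered by thapsigargin at about 15 µM added after 2 h compound pretreatment; cell ATP read after overnight thapsigargin exposure of roughly 18 to 22 hours; normalized against plate controls of thapsigargin alone and 5% DMSO vehicle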
P. falciparum M17LAP: P. falciparum M17LAP inhibitors, primary screen, biochemical, fluorogenic H-Leu-NHMec substrate, 1536-well (AID 1619); Leucine aminopeptidase (Plasmodium falciparum (isolate 3D7)); recombinant M17LAP, H-Leu-NHMec fluorogenic kinetic assay; higher % means a stronger effect; inhibition, % at 30 µM; hits with a dose series show IC50 in µM; actives 0.38% (n = 220,000);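 active = compound inhibiting the enzyme by more than half at any dose during confirmatory dose-response retesting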;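 also: plate controls were full reaction with DMSO carrier for no effect and no enzyme background for full effect; strong numbers were not always called active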
PMI inhibition: human PMI inhibitors, high substrate, primary screen, biochemical, fluorescence intensity, high mannose 6-phosphate (AID 1220); Mannose-6-phosphate isomerase (Homo sapiens); recombinant PMI enzyme, coupled fluorescence intensity; higher % means a stronger effect; inhibition, % at 20 µM, or IC50 in µM where a hit was titrated; actives 0.66% (n = 190,000)
XIAP antagonists: XIAP antagonists, biochemical, IAP family, fluorescence polarization (AID 1018); E3 ubiquitin-protein ligase XIAP (Homo sapiens); XIAP BIR domain, fluorescence polarization peptide displacement; higher % means a stronger effect; one-dose displacement, % at 20 µM; IC50 in µM for titrated hits; actives 0.007% (n = 200,000); in the data active = displacement above about 50%; also: a part of the inactive calls stands beside numbers as strong as those of hits
human PMI inhibition: inhibitors of human PMI, primary screen, biochemical, fluorescence intensity, coupled assay (AID 1209) | Mannose-6-phosphate isomerase (Homo sapiens) | purified PMI enzyme, coupled fluorescence intensity; higher % means a stronger effect | inhibition, % at 20 µM; hits with a dose series show IC50 in µM | actives 0.42% (n = 190,000);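 also: plate controls were DMSO vehicle for no effect and wells lacking substrate for full effect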
Myeloid diff 2 GFP+ MAC1+ %: recorded beside Myeloid diff 2, whose call it bears; GFP+ MAC1+ double positive, %; measured here: differentiation confirmed by MAC1 staining
Numbers without * were called inactive; i = inactive; / = not tested or not shown; + = active, no number. Rule as the data show it, unless noted: active = inhibition above about 50%; inactive = the rest.

Start of the data: the first three records (preview)
#1 Cc1nc(C#N)c(N/N=C/c2c(F)cccc2Cl)o1
#2 CCOC(=O)c1ccc(NC(=O)N2CCN(C(=O)C3CCCO3)CC2)cc1 (stereo not drawn)
#3 Cc1nn(C)cc1CN(C)C(=O)c1sc2cccc(Cl)c2c1Cl

Compound	1	2	3
Myeloid diff 2	i	i	i
Myeloid diff 2 GFP+ MAC1+ %	1.5	0.6	0.6
M1AAP inhibition	4%	-1%	18%
TNAP activation fold	1	1.1	1.2
LYP phosphatase	-3%	-3%	-8%
CSM14.1 death rescue	-4.7%	-0.7%	17%
P. falciparum M17LAP	16%	8%	6%
PMI inhibition	53%*	-6%	13%
XIAP antagonists	-3.7%	-4.0%	-1.7%
human PMI inhibition	8%	0%	7%

The whole of this part, previewed entries included:
#1 Cc1nc(C#N)c(N/N=C/c2c(F)cccc2Cl)o1
#2 CCOC(=O)c1ccc(NC(=O)N2CCN(C(=O)C3CCCO3)CC2)cc1 (stereo not drawn)
#3 Cc1nn(C)cc1CN(C)C(=O)c1sc2cccc(Cl)c2c1Cl
#4 COc1ccc(N=Cc2c(O)ccc3ccccc23)cc1
#5 Cc1cccc2nc(CSCc3ccco3)cn12
#6 CC1CCc2c(sc(/N=C/c3cccnc3)c2C(N)=O)C1 (stereo not drawn)
#7 Cc1noc(C)c1S(=O)(=O)N1CCC(C(=O)Nc2ccc(OC(F)(F)F)cc2)CC1
#8 Cc1ccc(S(=O)(=O)N(C)C)cc1N
#9 C=CCNc1nc2c(c(=O)n(C)c(=O)n2C)n1Cc1ccc(F)cc1
#10 CN(c1cccc(NS(=O)(=O)c2cccc([N+](=O)[O-])c2)c1)S(C)(=O)=O

Compound	1	2	3	4	5	6	7	8	9	10
Myeloid diff 2	i	i	i	i	i	i	i	i	i	i
Myeloid diff 2 GFP+ MAC1+ %	1.5	0.6	0.6	0.5	1.8	0.0	0.7	0.5	7.3	0.3
M1AAP inhibition	4%	-1%	18%	/	2%	-2%	0%	0%	4%	-4%
TNAP activation fold	1	1.1	1.2	0.8	1	/	1.1	1	1.1	1.1
LYP phosphatase	-3%	-3%	-8%	-5%	3%	-8%	-7%	-7%	0%	-4%
CSM14.1 death rescue	-4.7%	-0.7%	17%	-1.2%	-2.2%	/	-1.3%	-0.1%	-1.6%	-0.4%
P. falciparum M17LAP	16%	8%	6%	/	10%	-6%	-5%	-1%	9%	-6%
PMI inhibition	53%*	-6%	13%	68%*	7%	/	0%	9%	7%	5%
XIAP antagonists	-3.7%	-4.0%	-1.7%	-4.5%	-3.0%	/	-1.8%	0.7%	1.5%	-3.8%
human PMI inhibition	8%	0%	7%	37%	-13%	/	1%	10%	8%	4%

#11 C/C(CCc1ccccc1)=N\NC(=O)C1C2CCCCC21 (stereo not drawn)
#12 CC(=O)c1ccc(N=Nc2ccc(N)cc2)cc1
#13 C=CCNc1nc(Nc2ccc(OC)cc2)nc(OC)n1
#14 Cc1ccc(CNc2nc3ccccc3n3nnnc23)cc1
#15 O=C(COc1ccc(Cl)cc1)NCc1nnc(SCC(=O)NCCc2ccccc2)o1
#16 O=C(NCCCN1CCOCC1)c1cc2c(s1)CCC2
#17 COc1ccc(N=C2S/C(=C\c3ccco3)C(=O)N2CC(C)C)cc1
#18 CC(C)NC(=S)NC1(C)CCS(=O)(=O)C1 (stereo not drawn)
#19 O=C(NCc1cccnc1)C1c2ccccc2C(=O)N1C1CCCC1 (stereo not drawn)
#20 CCOc1cc(C(=O)N(C)Cc2cc3cc(OC)ccc3[nH]c2=O)cc(OCC)c1OCC

Compound	11	12	13	14	15	16	17	18	19	20
Myeloid diff 2	i	i	i	i	i	i	/	i	i	i
Myeloid diff 2 GFP+ MAC1+ %	0.6	1.6	1.0	0.8	0.8	1.2	/	0.8	2.0	0.4
M1AAP inhibition	14%	5%	15%	-1%	5%	7%	8%	-7%	-7%	10%
TNAP activation fold	1.1	/	1.1	1.1	1.1	1.1	1	1.1	1.1	1.1
LYP phosphatase	-10%	-3%	1%	-6%	-2%	-10%	4%	0%	-3%	1%
CSM14.1 death rescue	-13%	/	-0.9%	5.1%	0.1%	-1.4%	-1.7%	3.8%	/	-1.2%
P. falciparum M17LAP	10%	2%	4%	0%	-7%	-1%	10%	-7%	-2%	-18%
PMI inhibition	-4%	/	1%	-3%	4%	3%	-4%	3%	20%	12%
XIAP antagonists	-6.9%	/	-5.3%	2.1%	-1.3%	-7.5%	-2.0%	-5.3%	-1.5%	-3.8%
human PMI inhibition	0%	/	4%	2%	7%	6%	2%	15%	19%	12%

#21 COc1ccc(/C=C/c2c([N+](=O)[O-])c(=O)n(C)c(=O)n2C)cc1O
#22 COCC(=O)Nc1ccc(C(=O)Nc2ccccc2Cl)cc1
#23 Cc1c(Cc2ccccc2)c(=O)oc2c(C)c(OCC(=O)Nc3ccc(C#N)cc3)ccc12
#24 Cc1ccc(NC(=S)N(CCCN2CCCC(C)C2)Cc2ccco2)cc1C (stereo not drawn)
#25 Cc1cc(C)nc(NNC(=O)c2ccccc2O)n1
#26 O=C(N/N=C/c1ccc(OC(F)F)cc1OC(F)F)NC1CCCCC1
#27 O=C1OC(c2ccccc2)c2ccccc21 (stereo not drawn)
#28 O=C(COc1ccc(Cl)cc1Cl)NCc1ccco1
#29 CC(C)(C)C(=O)c1sc2nc(-c3cccs3)cc(C(F)(F)F)c2c1N
#30 COc1cc(Cl)c(C)cc1NC(=O)CSc1ccc(NC(C)=O)cc1

Compound	21	22	23	24	25	26	27	28	29	30
Myeloid diff 2	i	/	i	i	i	i	i	i	+	i
Myeloid diff 2 GFP+ MAC1+ %	1.0	/	0.2	1.5	0.1	0.3	1.3	1.3	71*	0.5
M1AAP inhibition	16%	7%	-1%	2%	8%	0%	9%	-11%	0%	3%
TNAP activation fold	1	1	1.1	1.2	2.1	1.1	1	1.1	1	1.1
LYP phosphatase	0%	-3%	-8%	-2%	-6%	8%	-9%	-6%	1%	-6%
CSM14.1 death rescue	0.5%	-1.2%	0.7%	0.3%	1.1%	-2.1%	-3.6%	-0.3%	-0.9%	1.7%
P. falciparum M17LAP	15%	9%	-4%	2%	14%	3%	-5%	1%	-14%	-1%
PMI inhibition	7%	13%	6%	-4%	-15%	15%	-4%	9%	-34%	6%
XIAP antagonists	1.9%	-5.0%	13%	-3.5%	17%	-17%	-3.1%	-3.5%	-14%	-5.6%
human PMI inhibition	10%	9%	5%	-2%	-6%	19%	-5%	9%	-34%	10%

#31 Cc1ccc(/C=N/Nc2nc(C)cc(C)n2)cc1
#32 O=C(OCC(=O)N1CCOCC1)c1ccccc1SCC(=O)N1CCCC1
#33 CCc1cccc(CC)c1-n1c(SCn2nnc3ccccc3c2=O)nnc1-c1cccnc1
#34 CCc1cccc(C)c1N(C(=O)Cn1c(CO)nc2ccccc21)C(C)COC (stereo not drawn)
#35 CCOC(=O)c1cnc(-c2ccccc2)[nH]c1=O
#36 CC1(C)CC(=O)C(C(=S)Nc2ccc(F)cc2)=C(NCCN2CCOCC2)C1
#37 N/C(=N\OC(=O)c1ccc(F)cc1)c1ccccc1
#38 Cn1c(=O)cc(SCC(=O)N2CCOCC2)c2ccc(Cl)cc21
#39 O=C(/C=C/c1ccc(Cl)cc1Cl)c1nc2ccccc2[nH]1
#40 O=C(N/N=C/c1cccnc1)c1cccc(N2CCCC2=O)c1

Compound	31	32	33	34	35	36	37	38	39	40
Myeloid diff 2	i	i	i	i	i	i	i	i	i	i
Myeloid diff 2 GFP+ MAC1+ %	0.5	1.0	0.5	1.0	1.1	0.6	1.6	0.4	0.6	0.5
M1AAP inhibition	1%	2%	6%	10%	4%	2%	12%	-6%	6%	7%
TNAP activation fold	/	1.2	1	1	1.1	1	1.1	1.1	1.1	/
LYP phosphatase	-8%	-8%	1%	6%	-3%	-4%	-12%	0%	3%	0%
CSM14.1 death rescue	/	0.5%	-1.7%	-2.2%	0.6%	-3.3%	-9.0%	-0.1%	-1.2%	/
P. falciparum M17LAP	8%	13%	-4%	0%	8%	5%	17%	10%	-6%	4%
PMI inhibition	/	3%	1%	-11%	6%	19%	5%	4%	0%	/
XIAP antagonists	/	-3.8%	-7.1%	-4.1%	-4.3%	-9.5%	-5.4%	-1.4%	-20%	/
human PMI inhibition	/	0%	5%	-13%	0%	15%	7%	2%	-6%	/

#41 COc1ccccc1OCCn1c(=O)sc2ccccc21
#42 O=S(=O)(c1cccc(C(F)(F)F)c1)N1CCC(O)(c2cccnc2)CC1
#43 O=C(NC1CCCC1)c1cccc(S(=O)(=O)N2CCCCC2)c1
#44 O=C(NNc1nc(Nc2ccccc2)nc(N2CCOCC2)n1)Nc1ccc(Cl)cc1
#45 CSCCC(NC(=O)c1ccccc1)C(=O)Nc1ccc(NC(C)=O)cc1 (stereo not drawn)
#46 CCO/N=C/C(=O)Nc1ccc(F)cc1F
#47 C=CCNC(=O)c1ccc(C(=O)c2ccccc2)cc1
#48 O=C(Nc1ccc2c(c1)OCCO2)c1ccc(NC(=O)C2CCCO2)cc1 (stereo not drawn)
#49 Cc1nn(-c2ccc(C(=O)OC(C)C)cc2)c(C)c1[N+](=O)[O-]

Compound	41	42	43	44	45	46	47	48	49
Myeloid diff 2	i	i	i	i	/	i	i	i	i
Myeloid diff 2 GFP+ MAC1+ %	1.5	0.3	0.2	0.7	/	0.2	0.4	1.8	0.3
M1AAP inhibition	6%	7%	10%	14%	3%	10%	0%	2%	5%
TNAP activation fold	1.1	1.1	1.1	1.3	1.1	1	1.1	1.1	1.1
LYP phosphatase	-3%	-6%	-7%	-4%	0%	0%	-11%	-6%	-2%
CSM14.1 death rescue	/	5.0%	-1.9%	-0.4%	-4.8%	2.0%	-1.7%	-2.9%	-0.6%
P. falciparum M17LAP	-1%	-5%	4%	2%	0%	-6%	-2%	1%	4%
PMI inhibition	16%	9%	-1%	-3%	8%	-10%	0%	1%	-9%
XIAP antagonists	-0.7%	-4.6%	-4.3%	-5.0%	0.4%	-4.1%	-2.2%	-3.5%	0.9%
human PMI inhibition	15%	4%	-1%	-1%	6%	-10%	0%	-2%	-14%
